GAA spleen mod: inhibitors or activators of human alpha-glucosidase in spleen homogenate. AID 2112. P10253. 240,000 compounds, 0.006% hits. Potency, µM (top dose mostly 79.9 µM), for inactives: at the top dose activity change, negative = inhibition, hits mostly inhibitors. human spleen homogenate, 4-MU-alpha-glucoside fluorescence;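 note: 0% = enzyme with vehicle and -100% = no enzyme basal signal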
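Human spleen homogenate (1 ug) with 4-methylumbelliferyl-alpha-D-glucopyranoside (1 mM final) in 50 mM citrate/phosphate pH 5.0, 0.01% Tween-20; 40 min at 37 C. Stopped at pH 10; 4-MU fluorescence Ex 365/Em 440 nm; AC50 by Hill fit.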
Epigenetic derep: epigenetic control regulation, reporter derepression; murine LDR cells, GFP reporter derepression, 30 h; Potency, µM (highest dose often 53.9 µM), inactives show top-dose GFP activation, most hits filed as activators; 280,000 compounds, 0.2% hits; AID 1865; note: % of control where 0% means no effect; nearly all actives have a fitted effect of over 60% in size
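Murine LDR cells carrying a silenced, genomically integrated CMV-driven GFP reporter were exposed to compound for 30 hours at 37 C. After PBS washes, GFP-positive cells (20–120 um objects) were counted by laser-scanning microplate cytometry.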
GAA inhib: inhibitors of human lysosomal alpha-glucosidase; P10253; purified human GAA, 4-MU-alpha-glucoside fluorescence; Potency, µM (series often up to 76.9 µM), for inactives: top-dose activity change, negative = inhibition, actives largely listed as inhibitors; 200,000 compounds, 0.005% hits; AID 1466;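 note: plate controls were uninhibited enzyme wells for no effect and no-enzyme background for full effect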
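Activity normalized between no-enzyme (basal) and enzyme-only wells. Conditions: 4 nM human enzyme, 400 uM fluorogenic substrate, citrate/phosphate pH 5.0 with Tween-20, 20 min room temperature, compounds up to 77 uM.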
NPSR antagonist: antagonists of human neuropeptide S receptor cAMP signaling | Q6W5P4 | Potency, µM (titrated, usually from 38.3 µM), without a hit: at the top dose activity change, negative = inhibition, hits mostly inhibitors | CHO-NPSR cells, cAMP TR-FRET, antagonist mode | 220,000 compounds, 1% hits; note: % is set by controls: 0 for no effect and ±100 for the full control effect; nearly all actives have a fitted effect of over 50% in size; many of its hits are not listed in these tables
GAA glycogen: GAA glycogen-cleavage inhibition or activation | 300,000 compounds, 0.38% hits | AID 2100 | P10253 | Potency, µM (doses to about 76.4 µM), without a hit: at the highest dose activity change, negative = inhibition, actives largely listed as inhibitors | recombinant GAA, glycogen substrate, Amplex Red glucose oxidase fluorescence;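 note: 0% = full enzyme reaction and -100% = no-enzyme basal signal; the screen sought inhibitors and activators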
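Recombinant human alpha-glucosidase (4 nM final) hydrolysed bovine liver glycogen (30 ug) for 40 min at 37 C in pH 5.0 citrate/phosphate with 0.01% Tween-20. Released glucose detected by glucose oxidase/Amplex Red, Ex 573/Em 610 nm. Compounds up to 77 uM; AC50 from Hill fits.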
GLA spleen mod: inhibitors or activators of human alpha-galactosidase in spleen homogenate; 240,000 compounds, 0.008% hits; Potency, µM (titrated, usually from 80 µM), without a hit: at the highest dose activity change, negative = inhibition, hits mostly inhibitors; AID 2107; human spleen homogenate, 4MU-alpha-Gal fluorescence, 40 min; P06280;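 note: 0% = enzyme with vehicle and -100% = no enzyme basal signal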
Target sequence (P06280 32-429 limits assumed): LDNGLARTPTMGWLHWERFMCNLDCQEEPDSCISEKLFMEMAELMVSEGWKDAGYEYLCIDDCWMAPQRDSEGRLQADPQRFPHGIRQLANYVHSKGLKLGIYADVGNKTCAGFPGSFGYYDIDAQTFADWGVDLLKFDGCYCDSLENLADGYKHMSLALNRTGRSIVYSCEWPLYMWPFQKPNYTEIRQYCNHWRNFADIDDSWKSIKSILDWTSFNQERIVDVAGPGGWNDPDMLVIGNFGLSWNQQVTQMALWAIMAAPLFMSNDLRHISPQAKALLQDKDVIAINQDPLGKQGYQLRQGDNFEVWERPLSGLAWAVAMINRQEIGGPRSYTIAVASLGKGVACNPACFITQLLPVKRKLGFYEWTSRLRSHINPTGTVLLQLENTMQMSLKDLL
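Inhibition or activation of alpha-galactosidase in human spleen homogenate is scored by 4-MU fluorescence after 40 min at 37C, pH 5.0, with 1 mM substrate. AC50s come from concentration-response fitted to the Hill equation.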
ALDH1A1 inh: blocks purified human ALDH1A1 activity | P00352 | Purified ALDH1A1, NADH fluorescence, propionaldehyde substrate | Potency, µM (highest dose often 75.3 µM), for the others: at the highest dose activity, negative = inhibition, hits mostly inhibitors | 220,000 compounds, 7.3% hits | AID 1030; active = well fitted inhibition curve with a large enough effect, not every such curve was filed as active; inconclusive = small, poorly fitted or top-dose-only effect, or another doubt; inactive = no such curve, though single readings can be large or run the other way;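 note: plate controls were no enzyme wells and a reference inhibitor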
Target sequence (P00352 whole entry, looked up): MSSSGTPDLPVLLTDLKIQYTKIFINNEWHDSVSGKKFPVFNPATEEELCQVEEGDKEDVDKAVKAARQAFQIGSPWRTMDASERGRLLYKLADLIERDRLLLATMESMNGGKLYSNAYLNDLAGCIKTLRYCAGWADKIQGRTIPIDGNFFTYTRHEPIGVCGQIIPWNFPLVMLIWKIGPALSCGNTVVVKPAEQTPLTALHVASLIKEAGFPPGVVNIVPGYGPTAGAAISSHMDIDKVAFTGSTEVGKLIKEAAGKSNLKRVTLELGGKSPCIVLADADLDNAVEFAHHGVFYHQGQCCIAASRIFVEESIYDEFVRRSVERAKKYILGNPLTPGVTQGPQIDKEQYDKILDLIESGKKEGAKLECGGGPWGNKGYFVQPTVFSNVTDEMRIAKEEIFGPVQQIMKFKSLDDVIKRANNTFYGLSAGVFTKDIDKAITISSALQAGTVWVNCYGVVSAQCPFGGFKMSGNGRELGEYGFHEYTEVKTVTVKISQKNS
Tau fluor counter: counter-screen for tau fibril formation inhibitors | tau K18 P301L Alexa594 fluorescence, heparin fibrillization | Potency, µM (doses to about 57.7 µM), for inactives: at the highest dose activity change, negative = decrease | 280,000 compounds, 0.93% hits | AID 1463; note: % is set by controls: 0 for no effect and ±100 for the full control effect; nearly all actives have a fitted effect of over 55% in size
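Human tau K18 P301L (15 uM unlabeled, 0.24 uM Alexa 594-labeled) in 100 mM sodium acetate pH 7 with 20 uM heparin, 6 hr at 37 C. ThT 30 uM added, 1 hr ambient; Alexa 594 FP and total fluorescence read at 555/632 nm.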
An asterisk follows results filed as active; ? = inconclusive; nt = no result given; & = joins results of further samples; [ ] = another dose, or the depositor's remark. Unless noted, calls come from the whole dose curve; as a rule, active = well fitted curve in the direction sought with a large enough effect; inconclusive = small, poorly fitted or top-dose-only effect, or another doubt; inactive = no such curve, though single readings can be large; an effect the other way counts as inactive or inconclusive. Potency is the fitted concentration of half-maximal effect. Not all compounds are listed (hit frequency here may not be typical).

SMILES | GAA spleen mod | Epigenetic derep | GAA inhib | NPSR antagonist | GAA glycogen | GLA spleen mod | ALDH1A1 inh | Tau fluor counter
Cc1ccc(/C=N/NC(=O)CNC(=O)COc2ccc(Cl)cc2)o1 | 4% | -5.2% | -4% | 5% | 0% | -3% | -2% | -1%
CC(C)NS(=O)(=O)c1ccc(OCC(=O)N2CCc3ccccc3C2)cc1 | -1% | -1.1% | 10% | -14% | 10% | -3% | ? | 10%
O=C(OCn1nnc2ccccc2c1=O)C1=COCCO1 | -6% | -2.4% | 3% | -1%[46.1 µM] | 1% | -6% | 1% | 1%
CCOC(=O)c1ccc(NC(=O)N2CCN(Cc3ccccc3)CC2)cc1 | 0% | -4.5% | 6% | 1% | 2% | 3% | -12% | 9%
O=C(/C=C/c1cccc(Cl)c1)NCCc1ccccc1 | -3% | 1.0% | 1% | -5%[46.1 µM] | 10% | -4% | ? | 2%
COC(=O)[C@@H]1[C@@H](C)N(Cc2ccccc2)C(=O)N[C@H]1c1cccc(C(F)(F)F)c1 | -8%[17.4 µM] | -1.9% | nt | 1% | 4% | -1%[17.5 µM] | 10%[13.5 µM] | 7%[11.6 µM]
COCCN1C(=O)N[C@@H](c2ccccc2)C(C(=O)OC)=C1C | -7%&0% | -0.3%&-1.7% | 4% | 11% | 0% | 0%&-3% | 13%&15% | -4%&-13%
CCN(CC)S(=O)(=O)c1cccc(C(=O)NCC(=O)OCC(=O)NCc2ccccc2)c1 | -8% | -3.2% | -3% | -20%[46.1 µM] | -2% | 1% | ? | -10%
Cc1nc2ccc(NC(=O)N3CCOCC3)cc2s1 | -12% | 0.0% | -8% | -4%[46.1 µM] | 0% | 0% | 0% | -6%
CC(C)Oc1ccc(C(=O)O)c(C(=O)O)c1 | 0% | 0.0% | -7% | -3%[46.1 µM] | -6% | 4% | ? | -1%

Reformatted with values under each structure: 3 of the compounds above
Values run as follows: GAA spleen mod | Epigenetic derep | GAA inhib | NPSR antagonist | GAA glycogen | GLA spleen mod | ALDH1A1 inh | Tau fluor counter
> Cc1ccc(/C=N/NC(=O)CNC(=O)COc2ccc(Cl)cc2)o1
 : 4% | -5.2% | -4% | 5% | 0% | -3% | -2% | -1%
> CC(C)NS(=O)(=O)c1ccc(OCC(=O)N2CCc3ccccc3C2)cc1
 : -1% | -1.1% | 10% | -14% | 10% | -3% | ? | 10%
> O=C(OCn1nnc2ccccc2c1=O)C1=COCCO1
 : -6% | -2.4% | 3% | -1%[46.1 µM] | 1% | -6% | 1% | 1%

More records follow:
SMILES | GAA spleen mod | Epigenetic derep | GAA inhib | NPSR antagonist | GAA glycogen | GLA spleen mod | ALDH1A1 inh | Tau fluor counter
COc1ccc2nc(SCC(=O)NCc3ccc4c(c3)OCO4)[nH]c2c1 | -1% | -2.5% | 1% | 4% | 11% | 4% | ? | -16%
O=C1c2ccccc2C(Nc2ccc3c(c2)OCCO3)N1Cc1ccc2c(c1)OCO2 (stereo unspecified) | -8% | -0.8% | 4% | -28%[46.1 µM] | -2% | 3% | ? | -26%
CC1=C(C(=O)NCc2ccccn2)C2(CCC(C)CC2)OC1=O (stereo unspecified) | 2% | -0.8% | 1% | -8%[46.1 µM] | 1% | 3% | ? | -9%
CCN(CC#CCC(O)(c1ccccc1)C1CCCC1)C(C)C (stereo unspecified) | -2% | 4.9% | -2% | 0%[46.1 µM] | 13% | -1% | 19% | -2%
CCOc1ccc(C(=O)Nc2ccccc2OC(F)F)cc1 | 0% | -0.2% | -2% | -10% | -10% | -5% | 7% | 0%
CC(NC(N)=O)C(=O)OCc1ccc(Cl)cc1Cl (stereo unspecified) | -3% | -2.9% | -3% | 5%[46.1 µM] | -2% | 2% | 1% | -9%
CN(CC(=O)Nc1sccc1C#N)Cc1ccccc1 | 0% | -3.5% | 6% | 12% | 1% | 2% | -4% | 1%
O=S(=O)(N1CCOCC1)n1c(Cc2ccccc2)nc2ccccc21 | -5% | -10% | ? | -20%[46.1 µM] | -4% | 13% | -12% | -3%
O=C(COC(=O)c1ccc(Br)cc1)NCCC1=CCCCC1 | -4% | 1.1% | -2% | 8% | 22% | -4% | 4% | -12%
CN(C)CCCNC(=O)c1ccc(-c2ccccc2)cc1 | -24% | 0.0% | -5% | 9%[46.1 µM] | 8% | -17% | 6% | 3%
COc1ccc2c(=O)c(N3C(=O)c4ccccc4C3=O)c(C)oc2c1 | -3% | 0.0% | -5% | -1%[46.1 µM] | 7% | 5% | -3% | -11%
N=c1n(CCN2CCCCC2)c2ccccc2n1CC(=O)c1ccc(Cl)c(Cl)c1 | -5% | -4.9% | nt | ? | ? | -4% | nt | -25%
COCc1cc(C)nc(OCC(=O)N/N=C/c2ccccc2)c1C#N | 9% | -2.2% | 2% | 7% | -11% | 14% | 4% | -14%
O=C(Nc1nnc(-c2ccccc2)s1)c1cc(S(=O)(=O)N2CCOCC2)c(Cl)cc1Cl | 0% | 0.4% | ? | ? | 5% | 7% | 6% | -16%
Cc1ccc2c(c1)C(=O)C(=O)N2CC(=O)Nc1ccc(N2CCOCC2)cc1 | -3% | -1.1% | ? | -5% | 9% | -2% | 8.9µM* | 11%[2.34 µM]
COC(C[C@H](O)C[C@@H](O)COCc1ccccc1)OC | -1% | 4.1% | nt | 17% | 0% | -3% | nt | 7%
C/C(CC1CC(C)OC1=O)=N\NC(N)=S (stereo unspecified) | 7% | -1.0% | 4% | 49% | 1% | 10% | 11% | 7%
CC(C)c1ccc(S(=O)(=O)N2CCCCC2)cc1 | 0% | 8.0% | -5% | -8% | -2% | -1% | -5% | -10%
Cc1cc(C)c(S(=O)(=O)Nc2ccccc2-c2ccccc2)c(C)c1 | 1% | 1.0% | 8% | -52% | -9% | 4% | -6% | -19%
c1ccc(-c2nnc(CSc3nnc(-c4cccs4)o3)o2)cc1 | 8% | -1.0% | ? | -21%[46.1 µM] | -1% | 7% | ? | -8%
COC(=O)c1ccc2c(=O)n(-c3ccccc3F)c(=S)[nH]c2c1 | 0% | -1.2% | 9% | -37% | 1% | 4% | 16µM* | -9%
Cc1cc(-c2nc(C)c(C(=O)NNS(=O)(=O)c3ccccc3)s2)no1 | -1% | 2.2% | -2% | 20% | ? | -4% | 15% | -9%
Cc1nc2ccc3nc(NC(=O)c4ccc5c(c4)OCCO5)sc3c2s1 | -3% | 6.1% | -2% | -8%[46.1 µM] | 2% | 9% | -1% | -6%
O=C(CN1C(=O)c2ccccc2S1(=O)=O)N1CCc2ccccc21 | -6% | -0.2% | -8% | -4%[46.1 µM] | 4% | -15% | -7% | 6%
Cc1cccc(NC(=O)/C(C#N)=C/c2cn(CC(=O)NCc3ccco3)c3ccccc23)c1C | 6% | 11% | 1% | -8% | 0% | 10% | -17% | -4%
O/N=C1/CCCCC1c1ccccn1 (stereo unspecified) | -6% | -0.1% | 7% | -5%[46.1 µM] | -62% | 3% | ? | -2%
COc1ccc(Cl)cc1NC(=S)NCc1ccco1 | -4% | 1.8% | -8% | -11%[46.1 µM] | -8% | -12% | 4% | -8%
O=C(Nc1ccc(Cl)cc1)Nc1ccccc1C(=O)NCc1ccco1 | 0% | 0.8% | ? | -16%[46.1 µM] | ? | 5% | ? | -25%
Cc1ccc(S(=O)(=O)Nc2c(C)n(C)n(-c3ccccc3)c2=O)cc1C(=O)OC(C)C(=O)N(C)c1ccccc1 (stereo unspecified) | 4% | -0.2% | 0% | -53% | 0% | 3% | -12% | -3%
Cc1ccc(/C=C/C(=O)c2ccc(C)cc2)cc1 | 0% | -1.2% | 6% | -17%[46.1 µM] | 3% | 3% | -11% | -2%

Entries listed above printed as active in ALDH1A1 inh:
Molecule	GAA spleen mod	Epigenetic derep	NPSR antagonist	GAA glycogen	GLA spleen mod	ALDH1A1 inh
Cc1ccc2c(c1)C(=O)C(=O)N2CC(=O)Nc1ccc(N2CCOCC2)cc1	-3%	-1.1%	-5%	9%	-2%	8.9µM*
COC(=O)c1ccc2c(=O)n(-c3ccccc3F)c(=S)[nH]c2c1	0%	-1.2%	-37%	1%	4%	16µM*

An excerpt from above in order of the GAA glycogen value, highest first:
SMILES | GAA glycogen
Cc1ccc(/C=C/C(=O)c2ccc(C)cc2)cc1 | 3%
COc1ccc(Cl)cc1NC(=S)NCc1ccco1 | -8%
O/N=C1/CCCCC1c1ccccn1 (stereo unspecified) | -62%

Following part:
SMILES | GAA spleen mod | Epigenetic derep | GAA inhib | NPSR antagonist | GAA glycogen | GLA spleen mod | ALDH1A1 inh | Tau fluor counter
O=C(Oc1cc2oc(=O)c3c(c2cc1Cl)CCCC3)c1ccco1 | 28% | 1.6% | ? | -5%[46.1 µM] | 0% | ? | ? | -15%
COC(=O)Cc1c(O)ccn(Cc2ccc(F)cc2)c1=O | 4% | 0.0% | ? | -4%[46.1 µM] | 11% | -5% | 3% | -3%
CCC(Sc1nc(N)c(NC(=O)c2ccc(OC)cc2)c(=O)[nH]1)C(=O)O (stereo unspecified) | 7% | 0.0% | -6% | 20% | -20% | 3% | -4% | 2%
O=c1oc(-c2cccnc2)nc2ccccc12 | 3% | 1.9% | -1% | 19%[46.1 µM] | 11% | 7% | 7% | -2%
CN1CCN(c2ccccc2NC(=O)Cc2ccc(Cl)cc2)CC1 | 3% | 3.9% | 1% | -2%[46.1 µM] | -2% | -6% | 4% | -6%
Cc1cc(C)nc(SCc2nnc(SCc3ccc([N+](=O)[O-])cc3)n2Cc2ccco2)n1 | -16% | -3.0% | -2% | 10% | -4% | 5% | -8% | 1%
COc1cc(NC(=O)CN2C(=O)NC(c3ccccc3)(c3ccccc3)C2=O)c(C)cc1[N+](=O)[O-] | -2% | -1.1% | -25% | -19% | -5% | 3% | ? | ?
N#Cc1ccccc1NC(=O)CSc1nnc(-c2ccc(F)cc2)n1-c1ccccc1 | -1% | 0.1% | 6% | -5%[46.1 µM] | 8% | -6% | -4% | -2%
CCCS(=O)(=O)N1CCC(C(=O)c2cccc(C(F)(F)F)c2)CC1 | 1% | 0.0% | 3% | -2%[46.1 µM] | -8% | -3% | 1% | -4%
COc1ccc(C2C3=C(CC(C)(C)CC3=O)Oc3ncn(CC(C)C)c(=N)c32)cc1 (stereo unspecified) | -9% | 0.0% | -3% | -28%[46.1 µM] | 5% | 2% | 3% | -3%
